ELG1 genotoxic = qHTS screen for small molecules that induce genotoxicity in human embryonic kidney (HEK293T) cells expressing luciferase-tagged ELG1; HEK293T ELG1-luciferase reporter, luminescence, 16 h; AID 504466, 2011; Potency, µM (highest dose often 46 µM), inactives show at the top dose activity change, positive = activation, usual class: activators; actives 1.3% (n = 330,000); further: % of control where 0% means no effect; nearly all actives have a fitted effect of over 60% in size
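ELG1-luciferase HEK293T cells, 2,000/well; compound pinned in; 16 hr, 37 °C, 5% CO2; ONE-Glo, 30 min RT; luminescence on CCD imager.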
NPC1 promoter act = qHTS Assay for NPC1 Promoter Activators; Huh7 NPC1 promoter luciferase reporter, 24 h; Potency, µM (titrated, usually from 9.22 µM), for inactives: at the highest dose activation, most hits filed as activators; actives 2.4% (n = 320,000);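 further: % of control where 0% means no effect; nearly all actives have a fitted effect of over 60% in size; reporter is driven by a mutant NPC1 promoter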
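In 1536-well qHTS, Huh7 cells harboring an NPC1 promoter–luciferase construct received compound for 24 h; activation was quantified by luminescence following luciferase reagent addition.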
BRCA1 expr act = qHTS Assay to Identify Small Molecule Activators of BRCA1 Expression. MCF7-BRCA1-FFLuc reporter, luminescence, 48 h; response scale: scaled: vehicle 0%, 10 µM genistein 100%. Potency, µM (titrated, usually from 46.1 µM), for the others: top-dose activation, actives largely listed as activators. actives 1.1% (n = 380,000); further: nearly all actives have a fitted effect of over 80% in size; some results filed as inactive show a strong effect at the top dose
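MCF7-BRCA1-FFLuc cells, 2000/well in phenol-red-free MEM, attached 2 h then treated 48 h at 37 C. Luciferase luminescence read 15 min after reagent; normalized to genistein maximum activation (10microM) and DMSO, concentration-response fitted.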
RORg inh = qHTS for inhibitors of ROR gamma transcriptional activity | Drosophila S2 Gal4-RORgamma UAS-luciferase reporter, 20 h | Potency, µM (titrated, usually from 53.6 µM), for the others: at the highest dose activity change, negative = inhibition, usual class: inhibitors | actives 5.4% (n = 310,000) | AID 2551, 2010; further: on the % scale 0 is the no-effect control and ±100 the full control effect; nearly all actives have a fitted effect of over 60% in size
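Using a luciferase readout, inhibitors were identified by reduced reporter activity in Drosophila cells coexpressing a copper-inducible Gal4–ROR gamma fusion and UAS-driven Photinus luciferase, incubated 20 hr after 700 uM copper sulfate.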
Rab9 prom act = qHTS Assay for Rab9 Promoter Activators; Huh7 Rab9 promoter-luciferase reporter, luminescence, 24 h; Potency, µM (titrated, usually from 9.22 µM), for inactives: top-dose activation, negative = inhibition, actives largely listed as activators; actives 2.8% (n = 320,000); AID 485297, 2010; further: % of control where 0% means no effect; nearly all actives have a fitted effect of over 60% in size
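Rab9 promoter-driven luciferase in stably transfected Huh7 cells; 1500 cells/well rested 2 h, exposed to compound in DMSO for 24 h at 37 °C, 5% CO2. Luminescence read 10 min after adding luciferase reagent at ambient temperature.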
uPA surface inh = qHTS for Inhibitors of Cell Surface uPA Generation. Potency, µM (series often up to 38.3 µM), for the others: top-dose activity change, negative = inhibition, usual class: inhibitors. AID 540303, 2011. actives 0.31% (n = 330,000). cell surface uPA generation assay, qHTS; active means well fitted inhibition curve with a large enough effect; inconclusive means small, poorly fitted or top-dose-only effect; inactive means no such curve, though single readings can be large or run the other way; tested in mouse RAW 264.7 cells; further: on the % scale 0 is the no-effect control and ±100 the full control effect; nearly all actives have a fitted effect of over 55% in size
MBNL1 CUG block = qHTS Assay for Inhibitors of MBNL1-poly(CUG) RNA binding. AID 2675, 2010. actives 0.036% (n = 280,000). TR-FRET MBNL1-His/biotin-(CUG)12 binding, 665/545 ratio. Potency, µM (series often up to 57.5 µM), without a hit: at the top dose activity change, negative = inhibition, most hits filed as inhibitors. Muscleblind-like protein 1 (Homo sapiens), Q9NR56; active means well fitted inhibition curve with a large enough effect in the signal ratio, with a control signal flat, not every such curve was filed as active; inconclusive means small, poorly fitted or top-dose-only effect, or effect the other way, or a change in a side signal; inactive means no such curve, though single readings can be large or run the other way; the % refers to the signal ratio; further: on the % scale 0 is the no-effect control and ±100 the full control effect
Target sequence (Q9NR56 whole entry, looked up): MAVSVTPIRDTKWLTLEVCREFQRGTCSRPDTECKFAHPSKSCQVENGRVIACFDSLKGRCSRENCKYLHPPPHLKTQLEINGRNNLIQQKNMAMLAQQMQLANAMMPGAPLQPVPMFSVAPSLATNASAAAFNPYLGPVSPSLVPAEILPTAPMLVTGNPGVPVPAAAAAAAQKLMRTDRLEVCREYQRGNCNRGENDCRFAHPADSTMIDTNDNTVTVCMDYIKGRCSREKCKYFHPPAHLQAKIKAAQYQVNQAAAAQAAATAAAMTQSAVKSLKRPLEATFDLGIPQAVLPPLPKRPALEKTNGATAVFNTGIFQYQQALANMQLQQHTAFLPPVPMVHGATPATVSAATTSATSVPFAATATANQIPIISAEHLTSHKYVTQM
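Ratiometric TR-FRET (665 over 545 nm, excitation 340 nm) tracks disruption of MBNL1-His/biotin-(CUG)12 complex after 60 min at room temperature, with compounds at 92 nM to 58 uM final.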
FLuc modulator = qHTS profiling assay for firefly luciferase inhibitor/activator using purifed enzyme and Km concentrations of substrates (counterscreen for miR-21 project). Luciferin 4-monooxygenase (Photinus pyralis), P08659. purified FLuc, Km substrates, luminescence inhibition. Potency, µM (titrated, usually from 57.5 µM), inactives show at the highest dose activity change, negative = inhibition, actives largely listed as inhibitors. actives 6.9% (n = 360,000). AID 588342, 2011;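 further: plate controls were vehicle for no effect and reference inhibitor for full effect; nearly all actives have a fitted effect of over 55% in size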
Target sequence (P08659 whole entry, looked up): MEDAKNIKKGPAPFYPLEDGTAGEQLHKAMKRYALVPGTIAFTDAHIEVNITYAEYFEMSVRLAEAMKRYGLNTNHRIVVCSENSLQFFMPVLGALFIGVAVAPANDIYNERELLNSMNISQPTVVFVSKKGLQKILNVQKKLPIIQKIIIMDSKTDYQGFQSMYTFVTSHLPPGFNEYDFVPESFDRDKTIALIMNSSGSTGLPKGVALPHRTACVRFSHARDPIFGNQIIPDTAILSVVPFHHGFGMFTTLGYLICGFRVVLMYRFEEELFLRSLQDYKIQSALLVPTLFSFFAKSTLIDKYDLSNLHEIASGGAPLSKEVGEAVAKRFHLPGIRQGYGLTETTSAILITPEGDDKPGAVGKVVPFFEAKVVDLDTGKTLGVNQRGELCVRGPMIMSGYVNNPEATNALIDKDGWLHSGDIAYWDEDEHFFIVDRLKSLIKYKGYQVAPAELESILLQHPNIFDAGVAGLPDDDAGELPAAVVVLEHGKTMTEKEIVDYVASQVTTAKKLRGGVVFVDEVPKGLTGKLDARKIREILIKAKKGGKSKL
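Purified P. pyralis luciferase, 10 nM final, with Km-level 10 uM D-luciferin and 10 uM ATP in 50 mM Tris acetate pH 7.5, 10 mM Mg acetate, 0.01% Tween-20, 0.05% BSA; 6-point qHTS titration about 60 µM downward; luminescence read.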
MLL CXXC-DNA inh = qHTS Fluorescence Polarization Assay for Inhibitors of MLL CXXC domain - DNA interaction | Potency, µM (titrated, usually from 115 µM), without a hit: top-dose activity change, negative = inhibition, hits mostly inhibitors | actives 0.037% (n = 290,000) | MLL-CXXC / FITC-HOXA9 DNA fluorescence polarization; active means well fitted inhibition curve with a large enough effect in the polarisation, with a control signal flat, not every such curve was filed as active; inconclusive means small, poorly fitted or top-dose-only effect, or effect the other way, or a change in a side signal; inactive means no such curve, though single readings can be large or run the other way; the % refers to the polarisation
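Purified MLL-CXXC (added from a 7 uM solution) was preincubated 5 min at ambient with pinned compounds in 50 mM Tris-HCl pH 7.5, 50 mM NaCl, 1 mM DTT, 0.05% BSA. Fluorescein-labeled HOX-A9 DNA (50 nM solution) followed, 30 min, then polarization read.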
p53 reactivator = qHTS assay for re-activators of p53 using a Luc reporter; H1299 p53-A138V BP100-luciferase reporter, luminescence, 24 h; Potency, µM (titrated, usually from 92.2 µM), without a hit: top-dose activity change, positive = activation, usual class: activators; actives 0.063% (n = 320,000); AID 504706, 2011; further: % of control where 0% means no effect; nearly all actives have a fitted effect of over 45% in size
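p53-null H1299 cells stably carrying temperature-sensitive p53-A138V and a BP100-luciferase reporter were pinned with compounds (4-point, 1:5 series) and held 24 hrs at 37 deg C. Luminescence was read 10 min after detection reagent.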
VP16 counter = VP16 counterscreen qHTS for inhibitors of ROR gamma transcriptional activity; Drosophila S2 Gal4-VP16 UAS-luciferase, luminescence, 20 h; Potency, µM (highest dose often 53.6 µM), inactives show top-dose activity, negative = inhibition, actives largely listed as inhibitors; actives 3.5% (n = 310,000);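 further: Gal4-VP16 expression switched on by copper sulfate through the metallothionein promoter; on the % scale 0 is the no-effect control and ±100 the full control effect; nearly all actives have a fitted effect of over 50% in size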
* marks the source's active call; other numbers are inactive results; ? = inconclusive; nt = not tested or not shown; & = joins results of further samples; [ ] = another dose, or the depositor's remark. Unless noted, the call rests on the fitted dose curve; in most records, active means well fitted curve in the direction sought with a large enough effect; inconclusive means small, poorly fitted or top-dose-only effect, or another doubt; inactive means no such curve, though single readings can be large; an effect the other way counts as inactive or inconclusive. Potency means the concentration at half of the fitted maximal effect.

SMILES | ELG1 genotoxic | NPC1 promoter act | BRCA1 expr act | RORg inh | Rab9 prom act | uPA surface inh | MBNL1 CUG block | FLuc modulator | MLL CXXC-DNA inh | p53 reactivator | VP16 counter
CCc1ccccc1NC(=O)CN(C1CCCCC1)S(C)(=O)=O | -1% | 0% | 2% | -13% | -2% | -7% | -1% | -4% | -5% | 18% | -1%
O=C(CSc1ccc(F)cc1)Nc1ccc(C2SCCS2)cc1 | ? | ? | ? | -5% | ? | 6% | nt | 11µM* | 2% | 9% | 0%
COc1ccc(C(=O)NCCSCc2cccc(Cl)c2)cc1OC | 0% | 2% | -14% | 45% | -2% | -19% | -1% | 3% | 10% | nt | 5%
Cc1cc(C)c(S(=O)(=O)c2ccccc2C(=O)O)c(C)c1 | -1% | -1% | -3% | 15% | -5% | -3% | -4% | 3% | -3% | 4% | 3%
COc1ccc(C2CCCN2C(=S)Nc2cccc(Cl)c2)cc1OC (stereo not given) | -5% | 0% | 20% | ? | -8% | -13% | -4% | 5% | -4% | -1% | 1%
COc1ccc(-c2nn(C)c(=O)c3ccccc23)cc1NC(=O)COc1ccc(C)cc1 | -7% | -21% | -98%[inhibitor] | 40% | -15% | -5% | -2% | 2% | 17% | -5% | 1%
COC(=O)C1=C(C)N=C2SCCC(=O)N2C1c1ccc(C(=O)OC)cc1 (stereo not given) | 0% | -3% | 9% | -3% | -5% | -2% | -1% | -1% | 0% | -4% | -6%
CC(C)Cn1cnc2c(=O)oc3ccccc3c21 | 2% | -3% | 14% | -31% | 1% | -8% | 8% | 6% | 16% | -1% | -1%
O=C(O)c1cc(N/N=C/c2ccc3c(c2)OCO3)ccc1Cl | ? | 0.28µM* | -71%[inhibitor] | ? | 0.1µM* | 2% | 12% | 0.76µM* | 14% | -10% | -15%
CC(C)CCNC(=O)NC(=O)CN1C(=O)NC2(CCCCC2)C1=O | 0% | -1% | 5% | -13% | -6% | 2% | -1% | 2% | 0% | 1% | -8%
O=C1C(=O)N(CCO)C(c2cccc(F)c2)/C1=C(\O)c1ccc(Cl)cc1 (stereo not given) | 2% | -4% | -21% | -11% | -6% | 1% | 15% | 0% | -1% | 2% | -8%
COCCn1c(N)c(N(Cc2ccccc2)C(=O)c2ccc(C#N)cc2)c(=O)[nH]c1=O | 3% | -1% | -11% | -2% | -3% | 3% | -6% | -1% | -2% | 2% | -5%
CCCC/C=C/C(NC(=O)CCc1ccccc1)c1ccccc1 (stereo not given) | 2% | -4% | -45% | 6%&8% | -10% | 7% | 16% | 4% | 3% | 14% | -10%&-16%
COc1ccccc1C(=O)Nc1ccnn1C1CCN(Cc2cnc(N(C)C)s2)CC1 | -6% | -6% | 1% | -9% | 10% | -8% | 3% | 3% | -2% | -4% | -16%
COc1ccc(C2CC(c3ccc(Cl)cc3)Nc3nc(NC(=O)c4ccco4)nn32)cc1 (stereo not given) | -4% | -1% | -42% | 0.71µM* | -5% | -7% | -3% | -4% | -4% | -18% | 0.16µM*
CN(C(=S)NC(=O)CCCOc1ccc(Cl)cc1Cl)c1ccccc1 | 2% | 2% | 28% | 5.6µM* | 11% | -2% | -4% | -18% | 10% | 5% | -77%
O=C(O)CCN1C(=O)C2CCCCC2C1=O (stereo not given) | 0% | -1% | -3% | -11% | -3% | -4% | -8% | 0% | -1% | -3% | -15%
CCOc1ccc(CC(=O)NNC(=S)NCCc2ccccc2)cc1 | -5% | -3% | -29% | -41% | -1% | -2% | -5% | 2% | -7% | 6% | 2%
CCn1c(CC(=O)Nc2cccc(OC)c2)nnc1SCC(=O)Nc1nccs1 | -14% | 1% | -32% | ? | -5% | 8% | 5% | -4% | 7% | 8% | 5%
COC1=C(c2ccccc2)C(=O)c2ccccc2C1=O | -8% | -1% | -74% | -16% | 13% | -9% | -2%[11.5 µM] | -15% | 5% | 5% | -18%
Cc1ccc(C(C)(C)C)cc1S(=O)(=O)Nc1cccc(S(=O)(=O)NC2=NCCC2)c1 | 0% | -5% | -2% | 0% | -3% | 3% | -8% | -1% | 2% | 6% | -5%
Cc1ccc(C(C(=O)NC(C)(C)C)N(C(=O)c2csnn2)C2CC2)cc1 (stereo not given) | 0% | 0% | -3% | ? | -1% | 2% | 5% | 0% | -12% | -7% | -1%
CCCCNC(=O)CSc1nc2ccc(NC(=O)CSc3nnc(COc4ccccc4C)n3C)cc2s1 | 1% | 2% | -16% | 11% | 1% | 0% | -1% | -2% | 8% | 1% | 11%
Cc1sc(NC(=O)C2C3C=CC(C3)C2C(=O)O)c(C(N)=O)c1-c1ccc(C(C)C)cc1 (stereo not given) | -1% | -1% | -30% | 36% | -1% | -3% | 15% | -3% | 5% | -4% | -8%
CCOc1ccc(N/C(N)=N/c2nc(CSc3nnc(C)s3)cc(=O)[nH]2)cc1 | 10% | -6% | -31% | 0% | -26% | -5% | nt | 2% | 3% | 6% | 0%
More records:
SMILES | ELG1 genotoxic | NPC1 promoter act | BRCA1 expr act | RORg inh | Rab9 prom act | uPA surface inh | MBNL1 CUG block | FLuc modulator | MLL CXXC-DNA inh | p53 reactivator | VP16 counter
Cc1cccc(NC(=O)C2COc3ccccc3O2)c1 (stereo not given) | ? | ? | 3% | 8% | ? | 1% | -17% | ? | 27% | ? | -12%
COc1cc(-c2nn3c(C4CCCCC4)nnc3s2)cc(OC)c1OC | -7% | -4% | -37% | -17% | -7% | 0% | 4% | 0% | -7% | -5% | -1%
CC1Cc2ccccc2N1C(=O)CN1CCC(C(N)=O)CC1 (stereo not given) | 13% | -1% | -17% | 17% | 2% | 4% | nt | -1% | -2% | 12% | -16%
Nc1ccccc1SCc1cn2ccccc2n1 | ? | 2.2µM* | ? | ? | 1.8µM* | 0% | -12%[11.5 µM] | 6.7µM* | 6% | ? | ?
COc1ccc(NC2=NCC(=O)N2c2ccccc2F)c(OC)c1 | -1% | -1% | -33% | -1%[10 µM] | -6% | 1% | 3% | 13% | -1% | 0% | -3%
O=C(CN1C(=O)COc2ccccc21)NCCCN1CCCC1 | -1% | -2% | -7% | -12% | -1% | 14% | 1% | 3% | -3% | -4% | -3%
CCc1nc(NCCCN2CCOCC2)c2oc3ccccc3c2n1 | -8% | -3% | 4% | -2% | -5% | 4% | -1% | -11% | -1% | -19% | 5%
CC(C)(C)C(=O)C(CO)(Oc1ccc(Cl)cc1)n1cncn1 (stereo not given) | -6% | 9% | -27% | 17% | 6% | 5% | 2% | 3% | -11% | 2% | 2%

Structures listed so far containing two or more sulfur atoms, in the order listed:
SMILES | ELG1 genotoxic | NPC1 promoter act | BRCA1 expr act | RORg inh | Rab9 prom act | uPA surface inh | MBNL1 CUG block | FLuc modulator | MLL CXXC-DNA inh | p53 reactivator | VP16 counter
O=C(CSc1ccc(F)cc1)Nc1ccc(C2SCCS2)cc1 | ? | ? | ? | -5% | ? | 6% | nt | 11µM* | 2% | 9% | 0%
CCn1c(CC(=O)Nc2cccc(OC)c2)nnc1SCC(=O)Nc1nccs1 | -14% | 1% | -32% | ? | -5% | 8% | 5% | -4% | 7% | 8% | 5%
Cc1ccc(C(C)(C)C)cc1S(=O)(=O)Nc1cccc(S(=O)(=O)NC2=NCCC2)c1 | 0% | -5% | -2% | 0% | -3% | 3% | -8% | -1% | 2% | 6% | -5%
CCCCNC(=O)CSc1nc2ccc(NC(=O)CSc3nnc(COc4ccccc4C)n3C)cc2s1 | 1% | 2% | -16% | 11% | 1% | 0% | -1% | -2% | 8% | 1% | 11%
CCOc1ccc(N/C(N)=N/c2nc(CSc3nnc(C)s3)cc(=O)[nH]2)cc1 | 10% | -6% | -31% | 0% | -26% | -5% | nt | 2% | 3% | 6% | 0%

Some of the compounds tested, so the mix of outcomes need not match the whole.
